Screening results from PubChem BioAssay.
USP10 inh: human USP10 deubiquitinase inhibition; purified USP10, Ub-rhodamine fluorescence, 60 min; 47,000 tested, 1.1% active; Q14694; AID 1645856; inhibition, % at 20 µM
USP28 block: blocks human USP28 ubiquitin-rhodamine cleavage; AID 1645857; Q96RU2; 47,000 tested, 3% active; inhibition, % at 25 µM; purified USP28, Ub-rhodamine cleavage fluorescence, 30 min
USP8 inh: human USP8 deubiquitinase inhibition; AID 1645853; 47,000 tested, 4.2% active; purified USP8, Ub-rhodamine cleavage fluorescence, 30 min; P40818; inhibition, % at 20 µM
Target sequence (P40818 whole entry, looked up): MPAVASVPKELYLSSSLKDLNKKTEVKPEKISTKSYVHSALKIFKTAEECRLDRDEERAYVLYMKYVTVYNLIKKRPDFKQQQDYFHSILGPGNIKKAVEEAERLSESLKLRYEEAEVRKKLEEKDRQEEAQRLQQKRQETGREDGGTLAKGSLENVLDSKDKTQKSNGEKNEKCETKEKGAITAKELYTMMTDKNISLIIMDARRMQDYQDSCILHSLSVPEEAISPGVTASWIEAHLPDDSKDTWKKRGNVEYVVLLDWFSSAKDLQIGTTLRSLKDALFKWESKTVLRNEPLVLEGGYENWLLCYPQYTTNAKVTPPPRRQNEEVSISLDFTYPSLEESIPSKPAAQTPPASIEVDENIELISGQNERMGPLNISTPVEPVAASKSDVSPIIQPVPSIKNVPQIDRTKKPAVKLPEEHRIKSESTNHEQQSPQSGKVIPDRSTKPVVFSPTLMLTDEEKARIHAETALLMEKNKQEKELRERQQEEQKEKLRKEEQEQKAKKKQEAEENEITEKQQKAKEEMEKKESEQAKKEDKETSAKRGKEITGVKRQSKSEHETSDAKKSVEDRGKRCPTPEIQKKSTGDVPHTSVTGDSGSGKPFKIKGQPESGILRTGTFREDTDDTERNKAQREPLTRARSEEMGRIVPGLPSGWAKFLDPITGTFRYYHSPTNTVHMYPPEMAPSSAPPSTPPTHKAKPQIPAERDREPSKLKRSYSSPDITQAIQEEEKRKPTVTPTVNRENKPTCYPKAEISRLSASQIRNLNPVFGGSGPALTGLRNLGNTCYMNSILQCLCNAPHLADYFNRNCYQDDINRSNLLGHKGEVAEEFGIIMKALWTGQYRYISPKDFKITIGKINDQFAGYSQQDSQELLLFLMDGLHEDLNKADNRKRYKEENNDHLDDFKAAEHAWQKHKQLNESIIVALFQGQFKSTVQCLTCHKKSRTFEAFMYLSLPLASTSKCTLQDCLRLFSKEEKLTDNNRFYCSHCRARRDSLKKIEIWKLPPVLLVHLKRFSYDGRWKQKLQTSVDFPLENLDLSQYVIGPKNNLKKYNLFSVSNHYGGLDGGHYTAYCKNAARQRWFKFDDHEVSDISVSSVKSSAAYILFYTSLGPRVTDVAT
UCHL1 inh: blocks human UCHL1 ubiquitin-rhodamine cleavage. P09936. purified UCHL1, Ub-rhodamine cleavage fluorescence. inhibition, % at 20 µM. 47,000 tested, 0.2% active. AID 1645859
USP7 inh: human USP7 deubiquitinase inhibition; Q93009; purified USP7, Ub-rhodamine cleavage fluorescence; inhibition, % at 20 µM; 47,000 tested, 0.3% active; AID 1645854
OTUD3 block: blocks human OTUD3 ubiquitin-rhodamine cleavage. purified OTUD3, Ub-rhodamine fluorescence, 2 h. inhibition, % at 25 µM. 47,000 tested, 0.7% active. AID 1645858
USP30 block: blocks human USP30 ubiquitin-rhodamine cleavage | purified USP30, Ub-rhodamine cleavage fluorescence | inhibition, % at 25 µM | 47,000 tested, 5.3% active
USP17 inh: blocks human USP17 ubiquitin-rhodamine cleavage | purified USP17, Ub-rhodamine cleavage fluorescence, 3 h | inhibition, % at 50 µM | 47,000 tested, 6.5% active | AID 1645855
Numbers without * were called inactive; nt = not tested or not shown. Cut-off read from the data, not from the text of the source: active = inhibition above about 30%; inactive = the rest. No enrichment for hits. Share with any hit: about 14%.

no.	SMILES	USP17 inh	USP28 block	UCHL1 inh	USP7 inh	OTUD3 block	USP30 block	USP8 inh	USP10 inh
1	O=C(c1cn2cc(Cl)ccc2n1)N1CCOC(c2ccccc2)C1 (stereo not drawn)	-29	-11	2	-4	-25	-64	-11	-4
2	O=C(Nc1ccccc1)N1CCC2(CN(Cc3ccc(Cl)cc3)C2)C1	16	13	2	3	9	14	7	-1
3	O=S(=O)(C1CC1)N1CCCC(c2cc(-c3ccc(F)cc3)n[nH]2)C1 (stereo not drawn)	-14	-13	0	-1	-2	-21	25	1
4	O=C(Nc1nc(C(=O)N2CCc3ccccc3C2)co1)C1CC1	-12	-7	-1	0	-5	-2	0	0
5	O=C(Nc1ccccc1Cl)c1cc([N+](=O)[O-])ccc1N1CCCCC1	16	5	3	4	15	20	0	4
6	COC(=O)C12Oc3ccc(-c4ccc5c(c4O)C(O)=C4C(=O)CC(C)C(O)C4(C(=O)OC)O5)c(O)c3C(O)=C1C(=O)CC(C)C2O (stereo not drawn)	-21	18	5	3	24	12	8	5
7	Cn1c(=O)c2c(C(=O)Nc3cccc(Cl)c3)cc(=O)n(C)c2n(C)c1=O	0	0	0	2	0	-6	9	-5
8	CCc1ccc(NC(=O)C(C)c2c(C)n[nH]c2C)cc1 (stereo not drawn)	nt	-4	0	0	-9	-12	-6	-2
9	O=C(NC1CCN(c2ccc(F)cc2)C1=O)c1ccc2c(c1)OCO2 (stereo not drawn)	-21	-8	-1	-1	-3	-8	-89	1
10	O=C(NCCc1nc2ccccc2[nH]1)c1cc(-c2ccccc2)n(C2CCS(=O)(=O)C2)n1 (stereo not drawn)	-6	-15	1	0	-5	-11	0	-2
11	CCOc1ccc(NC2c3ccccc3C(=O)N2c2cccnc2)cc1 (stereo not drawn)	-12	-11	-2	-3	-5	-19	-15	0
12	NS(=O)(=O)c1nnc(NC(=O)c2ccccn2)s1	-40	0	1	3	10	1	-278	1
13	CCCNC(=O)N(C)c1nc2c(s1)CN(Cc1ccccc1)C2=O	-12	-66	-6	-4	-39	-138	-13	-4
14	CC(=O)c1sc(NC(=O)c2ccc(S(=O)(=O)N3CC(C)CC(C)C3)cc2)nc1C (stereo not drawn)	-7	3	-2	6	4	14	-1	1
15	Cc1nc(NC2CCCc3ccccc32)c2c3c(sc2n1)CCCC3 (stereo not drawn)	3	-2	-1	5	-6	-17	1	5
16	O=C(NCc1ccccc1)c1ccc2c(c1)NC(=O)C1CCC(=O)N21 (stereo not drawn)	14	7	2	1	14	12	10	3
17	O=S(=O)(c1ccc(F)cc1)N1CCOC(c2cnccn2)C1 (stereo not drawn)	10	4	0	1	11	9	11	1
18	O=C(Nc1c(C(=O)N2CCCCCC2)oc2ccccc12)C1CCCC1	24	23	1	-113	20	27	32*	2
19	Cc1cnc(NC(=O)COc2cccc3c2OC(C)(C)C3)s1	3	0	1	-3	0	0	1	7
20	CN1CC(=O)N(C2CCCNC2)Cc2c(NCc3cccc(F)c3)ncnc21 (stereo not drawn)	-22	-5	-3	-2	-3	0	-193	-1
21	COCC1CN(C(=O)c2cccn2C)Cc2cnn(CC3CC3)c21 (stereo not drawn)	-34	-27	-2	-8	-11	-61	-77	-8
22	COc1ccc(N2C(=O)c3ccccc3NC2(C)CCc2ccccc2)cc1 (stereo not drawn)	21	26	4	1	9	21	8	2
23	Cc1c(C(=O)Nc2ccc(Oc3ccccc3)cc2)sc2ncnc(N3CCN(c4ccccc4)CC3)c12	-3	-5	0	1	-10	0	0	3
24	CCc1cc(C2CCCN2C(=O)Cc2ccccc2F)on1 (stereo not drawn)	-4	-6	-1	-4	-1	-1	-3	0
25	NC(=O)c1cccc(-c2nccnc2C2CCCN(Cc3ccccn3)C2)c1 (stereo not drawn)	7	15	0	2	15	11	22	2
26	CC1=C(C(=O)OC2CCCC2C)C(c2ccc3c(c2)OCO3)NC(=O)N1 (stereo not drawn)	-3	14	0	-26	-4	15	9	4
27	Cc1cnnn1-c1ccc(C(=O)Nc2ccccc2C(F)(F)F)cc1	-6	-3	0	1	2	5	-35	2
28	CCn1c(NC(=O)C2CCCCC2)c(-c2cccs2)c(=O)c2ccccc21	-15	-1	-2	-7	-4	-87	-23	-4
29	COCCN1C(=O)c2ccccc2C(C(=O)Nc2cccnc2)C1c1cccs1 (stereo not drawn)	3	-6	0	2	-2	0	6	0
30	COc1ccc(C(=O)Nc2cnc(-c3ccccc3)nc2)cc1	38*	-10	0	2	-7	-17	92*	10

Retrieved by compound from the entries so far (6):
no.	SMILES	USP17 inh	USP28 block	UCHL1 inh	USP7 inh	OTUD3 block	USP30 block	USP8 inh	USP10 inh
29	COCCN1C(=O)c2ccccc2C(C(=O)Nc2cccnc2)C1c1cccs1 (stereo not drawn)	3	-6	0	2	-2	0	6	0
21	COCC1CN(C(=O)c2cccn2C)Cc2cnn(CC3CC3)c21 (stereo not drawn)	-34	-27	-2	-8	-11	-61	-77	-8
22	COc1ccc(N2C(=O)c3ccccc3NC2(C)CCc2ccccc2)cc1 (stereo not drawn)	21	26	4	1	9	21	8	2
23	Cc1c(C(=O)Nc2ccc(Oc3ccccc3)cc2)sc2ncnc(N3CCN(c4ccccc4)CC3)c12	-3	-5	0	1	-10	0	0	3
24	CCc1cc(C2CCCN2C(=O)Cc2ccccc2F)on1 (stereo not drawn)	-4	-6	-1	-4	-1	-1	-3	0
25	NC(=O)c1cccc(-c2nccnc2C2CCCN(Cc3ccccn3)C2)c1 (stereo not drawn)	7	15	0	2	15	11	22	2

The listing picks up, starting 2 compounds before the break.
no.	SMILES	USP17 inh	USP28 block	UCHL1 inh	USP7 inh	OTUD3 block	USP30 block	USP8 inh	USP10 inh
29	COCCN1C(=O)c2ccccc2C(C(=O)Nc2cccnc2)C1c1cccs1 (stereo not drawn)	3	-6	0	2	-2	0	6	0
30	COc1ccc(C(=O)Nc2cnc(-c3ccccc3)nc2)cc1	38*	-10	0	2	-7	-17	92*	10
31	Cc1ccc(Cn2c(=O)c(CCC(=O)NCC3CCCO3)nc3ccccc32)cc1 (stereo not drawn)	6	3	-1	-41	9	-9	0	-5
32	O=C(CCCC(=O)c1ccccc1)Nc1ccc(F)cc1Cl	30*	11	3	-4	10	27	35*	7
33	O=C(Cc1nc(-c2ccccc2)n[nH]1)NCc1ccc(F)cc1	-9	3	3	-18	-3	8	5	1
34	Cc1ccc2nc(CCNC(=O)c3[nH]nc4c3CCc3ccccc3-4)[nH]c2c1	25	5	0	6	0	15	22	1
35	O=C(CN(Cc1ccccc1Cl)S(=O)(=O)c1ccc(Cl)cc1)N1CCN(c2ccccc2)CC1	-1	11	4	11	10	17	4	9
36	COc1ccc(CC(=O)N2C[C@H]3C[C@H]4[C@](C2)(CN(C)S4(=O)=O)O3)cc1	11	7	0	5	11	24	20	0
37	Cc1ccc(-c2cc3n(n2)CCCN(C(=O)c2ccncc2)C3)cc1	0	5	0	-2	7	5	14	-5
38	CC[C@@H](C(=O)[C@@H](C)[C@@H](O)[C@H](C)[C@H]1O[C@@](O)(CC(=O)O)[C@H](C)C[C@@H]1C)[C@H]1O[C@](C)([C@]2(O)O[C@@](CC)([C@@H](O)CC)C[C@H]2C)C[C@@H]1C	-2	-2	0	3	-2	-14	4	4
39	CCN1C(SCc2ccc(F)cc2)=NS(=O)(=O)c2ccccc21	5	62*	-2	-6	5	14	-4	0
40	O=c1c2[nH]c3ccccc3c2ncn1Cc1cccnc1	5	4	0	1	-2	-1	-5	2
41	COc1ccc2c(C)c(CC(=O)N[C@H](CSCc3ccccc3)C(=O)O)c(=O)oc2c1	18	10	2	1	5	14	13	4
42	CC1(C)Cc2nc3oc4c(NCC5CCCO5)ncnc4c3cc2CO1 (stereo not drawn)	-11	-6	-1	0	-2	-7	-1	-1
43	CN1C2(CCN(CC3CC3)C2)c2ccccc2S1(=O)=O (stereo not drawn)	-8	-1	3	2	3	6	-75	4
44	COc1ccc(N(CC(=O)Nc2cccc(F)c2)S(=O)(=O)c2ccc(OC)c(OC)c2)cc1	36*	20	3	6	22	51*	21	3
45	C=C1Nc2ccccc2C(=O)N1c1cccc(NC(=O)c2ccc(OC)cc2)c1	-3	13	2	4	0	-8	0	2
46	CN(C(=O)CSc1nnc(-c2ccncc2)o1)c1ccc(F)cc1	-8	-11	-4	0	-1	0	1	2
47	COc1ccc(C(=O)CSc2ccc3nnc(CCNC(=O)c4ccc(OC)cc4)n3n2)cc1	59*	14	2	0	2	43*	0	-2
48	Cc1nnc2ccc(-c3cccc(NC(=O)c4ccccc4F)c3)nn12	0	7	0	-2	0	18	2	2
49	CCc1ccccc1N1C(=O)CN(S(C)(=O)=O)CC1(C)C(=O)NC1CCCCC1 (stereo not drawn)	8	10	3	3	7	20	11	0
50	Cc1nc2ccn(Cc3cccnc3)c(=O)c2cc1C(=O)NCCC(C)C	0	-1	-3	2	2	21	4	1

Single records, as listed above:
CN(C(=O)CSc1nnc(-c2ccncc2)o1)c1ccc(F)cc1 in the list: USP17 inh: -8; USP28 block: -11; UCHL1 inh: -4; USP7 inh: 0; OTUD3 block: -1; USP30 block: 0; USP8 inh: 1; USP10 inh: 2
COc1ccc(N(CC(=O)Nc2cccc(F)c2)S(=O)(=O)c2ccc(OC)c(OC)c2)cc1 in the list: USP17 inh: 36*; USP28 block: 20; UCHL1 inh: 3; USP7 inh: 6; OTUD3 block: 22; USP30 block: 51*; USP8 inh: 21; USP10 inh: 3
C=C1Nc2ccccc2C(=O)N1c1cccc(NC(=O)c2ccc(OC)cc2)c1 in the list: USP17 inh: -3; USP28 block: 13; UCHL1 inh: 2; USP7 inh: 4; OTUD3 block: 0; USP30 block: -8; USP8 inh: 0; USP10 inh: 2

(listing goes on)
no.	SMILES	USP17 inh	USP28 block	UCHL1 inh	USP7 inh	OTUD3 block	USP30 block	USP8 inh	USP10 inh
51	CC(C)(C)n1ncc2c(=O)n(CC(=O)N3CCCc4ccccc43)cnc21	4	2	-2	45*	1	-3	3	-6
52	Cc1cc(-c2ccc(S(=O)(=O)Nc3cccc(CN4CCCC4)c3)s2)n[nH]1	9	-12	-3	1	-14	-56	4	-6
53	Cn1c(CN2CCOCC2)nnc1SCC(=O)Nc1cc(C(F)(F)F)ccc1Cl	nt	-14	-5	-5	-8	-27	-19	-4
54	COc1nccnc1N1CCC(NC(=O)c2cnn3cccnc23)C1 (stereo not drawn)	17	-15	-5	-1	-12	-35	-4	-7
55	CCOc1ccc(CCNC(=O)C(C)n2nc(C)c3ccccc32)cc1OCC (stereo not drawn)	-3	-1	0	0	0	-6	-24	-6
